# From PubChem
# Growth percent in the NCI-60 one-dose screen (48 h, 10 µM unless noted): 100 = growth as untreated, 0 = no growth, -100 = all killed.
# HOP-62: HOP-62 NSCLC. hit rate 3.9% among 80,000
# UACC-62: UACC-62 melanoma; hit rate 5.4% among 81,000
# M14: M14 melanoma. hit rate 6.2% among 80,000. AID 1794745
# A549/ATCC: A549/ATCC NSCLC. hit rate 3.7% among 81,000
# * marks the source's active call; other numbers are inactive results; x = no result given; & = joins results of further samples; [ ] = dose if it differs, or a comment. Rule for the calls: active = growth percent below 10; inactive = the rest.
# Abbreviations – A = HOP-62; B = UACC-62; C = M14; D = A549/ATCC
> CCCCCN1C(=O)C(CC(=O)O)N=C(c2cccc(O)c2)c2ccc(Cl)cc21 (configuration not stated)
  A = x	B = 86[30 µM]	C = x	D = x

> Cc1ccc(C(=O)Nc2ccc(CP(=O)(O)O)cc2)cc1NC(=O)c1cccc(NC(=O)Nc2cccc(C(=O)Nc3cc(C(=O)Nc4ccc(CP(=O)(O)O)cc4)ccc3C)c2)c1
  A = x	B = 86&113[100 µM]	C = x	D = x

> CCOC(=O)C1C(c2ccco2)C2(C#N)C(=N)OC1(C)C2(C#N)C#N (configuration not stated)
  A = x	B = 21&62[100 µM]	C = x	D = x

> CCN1C[C@]2(COC)[C@H](O)C[C@H](OC)[C@]34C1[C@H]([C@H](OC)[C@H]23)[C@]1(OC(C)=O)[C@H]2[C@@H](OC(=O)c3ccccc3)[C@](O)(C[C@H]24)[C@@H](OC)[C@@H]1O
  A = x	B = 87&97[100 µM]	C = x	D = x

> CCCCCN1C(=O)C(Cc2ccccc2)N=C(c2cccc(O)c2)c2ccccc21 (configuration not stated)
  A = x	B = 95[30 µM]	C = x	D = x

> CC1(O)CC23CC(O)C4(O)C(CC(O)C4(C)C)C(C)(O)C2CCC1C3O (configuration not stated)
  A = x	B = 112[100 µM]	C = x	D = x

> NC(=O)CN1C(=O)C(Cc2ccc(O)cc2)N=C(c2cccc(O)c2)c2ccc(Cl)cc21 (configuration not stated)
  A = x	B = 93[30 µM]	C = x	D = x

> O=C(O)CN1C(=O)C(Cc2ccccc2)N=C(c2ccc(O)cc2)c2cc(Cl)ccc21 (configuration not stated)
  A = x	B = 93[30 µM]	C = x	D = x

> CCCCN1C(=O)C(CO)N=C(c2ccc(O)cc2)c2cc(Cl)ccc21 (configuration not stated)
  A = x	B = 96[30 µM]	C = x	D = x

> COc1ccc2c(c1OC)CN1CCc3cc4c(cc3C1C2)OCO4 (configuration not stated)
  A = x	B = 68[100 µM]	C = x	D = x

> O=C1C(Cc2ccccc2)N=C(c2cccc(O)c2)c2ccc(Cl)cc2N1CC1CC1 (configuration not stated)
  A = x	B = 94[30 µM]	C = x	D = x

> CCCCCN1C(=O)C(Cc2ccccc2)N=C(c2cccc(O)c2)c2ccc(Cl)cc21 (configuration not stated)
  A = x	B = 96[30 µM]	C = x	D = x

> O=C1C(CO)N=C(c2cccc(O)c2)c2ccc(Cl)cc2N1CC1CC1 (configuration not stated)
  A = x	B = 99[30 µM]	C = x	D = x

> CCCCN1C(=O)C(CO)N=C(c2cccc(O)c2)c2ccc(Cl)cc21 (configuration not stated)
  A = x	B = 88[30 µM]	C = x	D = x

> O=C(O)CN1C(=O)C(Cc2ccc(O)cc2)N=C(c2cccc(O)c2)c2ccccc21 (configuration not stated)
  A = x	B = 64[30 µM]	C = x	D = x

> CNC(=O)c1[nH]cnc1/N=N/N(C)N
  A = x	B = 21&65[100 µM]	C = x	D = x

> CC[CH2][Pb]([CH2]CC)([CH2]CC)[O]C(=O)C(F)(F)F
  A = -84*	B = -83*	C = -92*	D = x

> O=C(NC1=NN(Cc2ccccc2)C(=O)C1)c1ccc(S(=O)(=O)F)cc1
  A = x	B = 104	C = 101	D = 103

# 6 entries from above, ordered by heavy-atom count, largest number first:
# Abbreviations – A = HOP-62; B = UACC-62; C = M14; D = A549/ATCC
> Cc1ccc(C(=O)Nc2ccc(CP(=O)(O)O)cc2)cc1NC(=O)c1cccc(NC(=O)Nc2cccc(C(=O)Nc3cc(C(=O)Nc4ccc(CP(=O)(O)O)cc4)ccc3C)c2)c1
  A = x	B = 86&113[100 µM]	C = x	D = x

> CCN1C[C@]2(COC)[C@H](O)C[C@H](OC)[C@]34C1[C@H]([C@H](OC)[C@H]23)[C@]1(OC(C)=O)[C@H]2[C@@H](OC(=O)c3ccccc3)[C@](O)(C[C@H]24)[C@@H](OC)[C@@H]1O
  A = x	B = 87&97[100 µM]	C = x	D = x

> CCCCCN1C(=O)C(Cc2ccccc2)N=C(c2cccc(O)c2)c2ccccc21 (configuration not stated)
  A = x	B = 95[30 µM]	C = x	D = x

> CCCCCN1C(=O)C(CC(=O)O)N=C(c2cccc(O)c2)c2ccc(Cl)cc21 (configuration not stated)
  A = x	B = 86[30 µM]	C = x	D = x

> CC1(O)CC23CC(O)C4(O)C(CC(O)C4(C)C)C(C)(O)C2CCC1C3O (configuration not stated)
  A = x	B = 112[100 µM]	C = x	D = x

> CNC(=O)c1[nH]cnc1/N=N/N(C)N
  A = x	B = 21&65[100 µM]	C = x	D = x

# At a glance, 2 of the compounds above:
# Abbreviations – A = HOP-62; B = UACC-62; C = M14; D = A549/ATCC
> CC1(O)CC23CC(O)C4(O)C(CC(O)C4(C)C)C(C)(O)C2CCC1C3O (configuration not stated)
  A = x	B = 112[100 µM]	C = x	D = x

> NC(=O)CN1C(=O)C(Cc2ccc(O)cc2)N=C(c2cccc(O)c2)c2ccc(Cl)cc21 (configuration not stated)
  A = x	B = 93[30 µM]	C = x	D = x

# The list is partial; rates above refer to the full screens.
